proCasp7 act: procaspase-7 activators, primary screen, counter-screen for procaspase-3 activator project, biochemical, absorbance, HTS, human; Caspase-7 (Homo sapiens), P55210; recombinant procaspase-7, Ac-DEVD-pNA absorbance 405 nm; D23A/D198A/D206A triple mutant, cannot self-cleave; scale: DMSO 0, 5 µM enzyme 100; activation, % at 8.5 µM; hit rate 0.093% among 330,000; AID 463210, 2010;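 active = percent activation above the screen-wide mean plus 3 SD, cut at about 25% in these data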
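System: Procaspase-7 triple mutant (PC-7 D3A); measure: % activation from two-timepoint absorbance difference, scaled to controls; times: 1 h compound preincubation, 2 h substrate cleavage, 25 °C; also added: Ac-DEVD-pNA substrate, 400 µM as added; measured by: Epi-absorbance of released pNA at 405 nm, two timepoints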
AHR activator: AHR activators, primary screen, cell-based, luminescence, luciferase reporter, human; AHR-responsive luciferase reporter cells; Aryl hydrocarbon receptor (Homo sapiens), P35869; hit rate 2.5% among 320,000; activation, % at 5 µM; in the data active = activation above about 47%;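 note: 0% = vehicle wells and 100% = reference agonist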
MEP2 TOR yeast: modulators of MEP2-GFP levels in yeast, primary screen, S. cerevisiae, multiplex flow cytometry, MLPCN library; S. cerevisiae MEP2-GFP strain, 3 h; 100% = DMSO control level; hit rate 0.51% among 330,000; GFP response vs DMSO, % at 10 µM;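 active = GFP response versus DMSO above a set limit, roughly screen mean plus 3 SD, cut at about 180% in these data; inconclusive = fewer than 70 cells counted for a yeast strain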;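 note: median GFP fluorescence of the barcode-gated MEP2-GFP cells per well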
EBNA-1 inhibitor: EBNA-1 DNA-binding inhibitors, primary screen, biochemical, fluorescence polarization. AID 1950, 2009. hit rate 0.34% among 300,000. inhibition, % at 14.8 µM; in the data active = inhibition above about 28%
RPL19A TOR yeast: RPL19A-GFP expression modulators in yeast, primary screen, cell-based, S. cerevisiae, multiplex flow cytometry, MLPCN; S. cerevisiae RPL19A-GFP strain, 3 h; active compounds read low; hit rate 0.3% among 330,000; percent response vs DMSO, % at 10 µM;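 active = percent response vs DMSO below 50%; inconclusive = fewer than 70 events counted for the yeast strain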;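 note: median channel GFP fluorescence of the barcoded RPL19A-GFP strain; ratio of sample median GFP to plate DMSO average so 100% = DMSO; lower means less RPL19A-GFP as with rapamycin TOR inhibition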
ZTA counter: ZTA (EBV) inhibition in EBNA-1 counter-screen; P03206; ZTA-DNA binding, fluorescence polarization; inhibition, % at 11 µM; hit rate 0.15% among 320,000; in the data active = inhibition above about 33%
LAP4-GFP MLPCN: modulators of LAP4-GFP expression in yeast, primary screen, S. cerevisiae, multiplex flow cytometry, MLPCN library; GFP response vs DMSO, % at 10 µM; 3 h; median GFP as percent of DMSO wells; AID 2023, 2009; hit rate 0.34% among 320,000;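 active = GFP response vs DMSO above a set limit, about the screen mean plus 3 SD, cut at about 150% in these data; inconclusive = under 70 cell events counted for the yeast strain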
proCasp3 act: activators of human procaspase-3 D3A mutant, primary screen, biochemical, absorbance, PC-3 D3A mutant, single concentration | AID 463141, 2010 | recombinant procaspase-3 D3A, Ac-DEVD-pNA absorbance 405 nm | Caspase-3 (Homo sapiens), P42574 | activation, % at 8.5 µM | hit rate 0.11% among 330,000;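 active = activation above the mean of all tested compounds plus 3 SD, cut at about 21% in these data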;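 note: 0% = DMSO alone and 100% = DMSO wells spiked with extra 5 µM PC-3 D3A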
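Assay system – Procaspase-3 D3A mutant · Benchmarks – DMSO low control, extra-enzyme high control · Technique – 405 nm absorbance of p-nitroaniline, reads at 0 and 120 min · Doses – 8.5 µM nominal · Measure – % activation between DMSO and enzyme-spiked controls · Also added – Ac-DEVD-pNA chromogenic peptide substrate · Schedule – 1 h compound preincubation, 2 h substrate hydrolysis at 25 °C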
Numbers without * were called inactive; ? = inconclusive; . = no result given; [ ] = remark or other dose. Random draw from the library (roughly 3.8% active in at least one column).

SMILES	proCasp7 act	AHR activator	MEP2 TOR yeast	EBNA-1 inhibitor	RPL19A TOR yeast	ZTA counter	LAP4-GFP MLPCN	proCasp3 act
Cc1ccc(NC(=O)COC(=O)Cc2ccsc2)cc1S(=O)(=O)N1CCOCC1	0.9	-2.4	107.4	8.7	105.0	6.5	103.4	1.5
CCOc1ccc(CCNS(=O)(=O)c2c(C)n[nH]c2C)cc1OCC	-5.2	2.3	98.1	3.4	97.9	8.5	107.5	4.7
N=c1c(S(=O)(=O)c2ccc(Cl)cc2)cc2c(=O)n3ccccc3nc2n1CC1CCCO1 (stereo not given)	-17.0	5.3	103.1	3.2	95.3	9.3	99.7	-8.5
CCCN(Cc1ccccc1)C(=S)Nc1cccc(C(F)(F)F)c1	-12.7	-1.3	96.3	5.0	98.7	3.0	92.6	6.3
NNC(=O)c1cc2nc(-c3cccs3)cc(C(F)(F)F)n2n1	-1.7	36.8	111.4[may fluoresce violet]	6.4	80.6[may fluoresce violet]	5.4	71.9[may fluoresce violet]	-7.4
O=C(Nc1cc(C(F)(F)F)cc(C(F)(F)F)c1)c1ccc(Cn2cc(C(F)(F)F)ccc2=O)cc1	-1.4	1.3	98.0	5.0	96.7	-10.9	83.2	8.3
CC(C(=O)N1CCN(C(=O)c2ccco2)CC1)n1sc2ccccc2c1=O (stereo not given)	-1.0	1.9	108.1	-2.4	94.4	1.5	111.5	0.3
O=C(Nc1ccc(OCc2ccccc2)cc1)Nc1cccnc1	4.2	9.0	101.5	-6.2	91.7	10.7	102.6	-1.1
CCNC(=O)c1ccc(C23CC4CC(CC(C4)C2)C3)o1	2.7	3.8	95.4	1.2	93.1	-18.4	100.9	6.6
O=C(c1ccccc1)N1CCN(C(=O)N2CCCCC2)CC1	1.9	2.8	102.2	-1.1	102.0	17.4	103.3	4.8
COC(=O)c1c(C)cc(O)c(C)c1O	10.8	-0.8	111.0	1.8	96.8	5.7	102.5	1.9
CCOC(=O)CNC(=O)CSc1ncnc2c1cnn2-c1ccc(C)cc1	6.7	-3.3	100.2	3.0	97.6	5.4	104.6	2.4
Cc1ccc(S(=O)(=O)N2CCN(C(=S)NCC3CCCO3)CC2)cc1 (stereo not given)	-1.1	-0.2	123.6	4.8	93.7	6.5	101.3	-0.5
CC(NC(=O)c1cc(-c2ccccn2)nc2ccc(Cl)cc12)C1CCCO1 (stereo not given)	3.7	51.7*	99.7	2.3	96.0	-18.9	89.1	-3.4
NC(=O)C1C(c2ccccc2)=C1c1ccccc1	1.4	-4.8	107.6	-3.1	104.2	-2.4	107.2	-5.1
CCC1(C)OC(=O)NN(c2ccc(C)cc2)C1(C)O (stereo not given)	5.1	0.8	100.8	12.1	99.8	-6.1	88.2	0.3
O=C(COc1cccc2ccccc12)NNC(=O)Nc1ccccc1	-9.0	16.3	103.8	7.0	99.8	8.6	103.0	0.9
CCOC(=O)CC(NS(=O)(=O)c1ccc(NC(C)=O)cc1)c1ccc(OCC)cc1 (stereo not given)	0.5	0.8	122.6	-16.5	97.9	-10.9	111.2	-1.4
CCCCC(=O)Nc1ccc(N2CCN(C(=O)c3ccco3)CC2)cc1	5.2	-1.1	74.5	5.1	89.5	10.8	98.7	-4.3
CCOC(=O)c1ccc(Oc2nc(NC)nc(OC)n2)cc1	1.4	2.4	103.8	-1.3	100.9	11.3	107.0	6.3
O=C(COc1ccccc1)N(Cc1cccs1)C1CCS(=O)(=O)C1 (stereo not given)	10.4	-5.0	101.5	-2.3	97.0	-2.9	105.8	3.3
CC/C(=N\NC(=O)c1cccnc1)c1ccc2c(c1)OCCO2	-4.0	40.5	96.8	-3.9	97.7	-5.8	103.0	-4.1
Cc1ccc(C)c(S(=O)(=O)N2CCCOC2CNC(=O)C(=O)NCc2cccs2)c1 (stereo not given)	-6.1	2.5	92.2	-0.9	94.9	-4.5	82.1	0.2
COC(=O)c1c(C)oc2ccc(N(C(=O)c3ccncc3)S(=O)(=O)c3ccccc3)cc12	8.2	4.5	93.0	-6.8	97.4	5.3	96.2	-0.6
COc1ccc(NC(=O)CN(c2ccc(F)cc2)S(=O)(=O)c2ccccc2)c(OC)c1	-9.7	7.9	99.1	9.2	100.5	-4.2	87.4	3.1
CCC(C)[C@H](NC(=O)NCCC1=CCCCC1)C(=O)O (stereo not given in full)	0.4	0.6	96.3	-4.0	97.2	-11.2	87.5	2.2
Cc1ccc(NC(=O)c2ccc(C(C)(C)C)cc2)cc1[N+](=O)[O-]	-0.7	-1.6	106.6	0.2	105.2	1.9	104.7	2.3
O=C(OCC(=O)N1CCN(C(=O)c2ccco2)CC1)c1cc(-c2cccc(Br)c2)nc2ccccc12	-1.9	1.0	124.7	7.7	66.1	-2.1	162.2*	-6.3
Cc1ccnc(OC(C(=O)O)C(OCc2ccccc2)(c2ccc(F)cc2)c2ccc(F)cc2)n1 (stereo not given)	1.8	0.2	94.0	7.4	95.1	4.9	75.8	4.8
Cc1cccc(OCCCc2c(C)n[nH]c2C)c1	3.4	-4.9	100.0	-2.1	.	8.9	99.9	-0.7
O=C(NCC1CCCCC1)c1cccc([N+](=O)[O-])c1	3.3	7.6	110.6	-2.6	105.7	-3.8	88.9	2.8
O=S(=O)(Nc1nc2ccccc2nc1N1CCc2ccccc2C1)c1ccc(Cl)cc1	-7.8	63.3*	97.9	4.9	87.9	10.3	94.7	-19.4
Cc1[nH]nc(N)c1N=Nc1ccc(Br)cc1	2.9	67.9*	99.0	-6.4	85.8	9.2	100.0	-8.8
CCc1ccc(NC(=O)C(=O)N/N=C(\C)CC(=O)NCc2ccc(Cl)cc2)cc1	-8.2	3.4	103.0	9.3	100.7	6.8	100.8	10.8
C=CCn1c(SCC(=O)NC(=O)c2cccn2C)nc2ccccc2c1=O	4.7	2.7	106.7	26.0	102.0	-1.5	100.8	2.5
COC(=O)COc1ccc(S(=O)(=O)N2CCCCCC2)cc1C	9.0	0.2	101.7	-0.7	99.5	-10.7	96.8	0.1
O=C(C1=C(O)C(=O)N(CC2CCCO2)C1c1cccnc1)c1ccco1 (stereo not given)	-5.9	-1.3	112.7	-4.0	93.6	-9.8	107.5	3.4
Cc1ccc(NC(=O)c2ccccc2-c2ccccc2C(=O)O)cc1C	0.0	-2.2	108.4	-10.1	100.3	-11.5	107.1	0.7
CC1CN(Cc2nc3ccccc3c(=O)[nH]2)CC(C)O1 (stereo not given)	-5.2	-1.0	89.3	6.1	84.1	-0.1	79.2	-3.9
CC(=O)Nc1cccc(NC(=O)CSc2nc(=O)n(Cc3ccncc3)c3c2CCC3)c1	-7.2	-1.8	102.7	1.6	99.2	-10.2	103.7	-0.6
CC(C)C(c1nnnn1C1CCCCC1)N1CCc2ccccc2C1 (stereo not given)	0.1	1.8	99.4	1.9	99.4	8.0	95.5	0.5
CCN(CC)S(=O)(=O)c1ccc(OC(C)C)c(NC(=O)c2c3c(nc4ccccc24)CCN(Cc2ccccc2)C3)c1	0.7	2.9	106.7	0.1	101.7	3.5	101.1	4.8
CC(C)CCNC(=O)c1cn(CC(C)C)c(=O)c2c1c1ccccc1n2C	7.9	10.9	106.5	-15.9	103.8	-15.4	84.8	-2.4
CCCCn1c(SCC(=O)NC2CCS(=O)(=O)C2)nnc1-c1ccc(OC)cc1 (stereo not given)	2.8	1.9	110.7	-0.3	103.4	-8.1	102.4	-3.1
NC(=O)CCCc1nc(-c2ccccc2)no1	2.1	4.0	105.6	-9.2	99.4	-6.6	.	8.0
O=C(c1cccc(F)c1)N1CCN(c2cc(N3CCCCC3)c(F)cc2[N+](=O)[O-])CC1	-4.2	1.1	104.4	-7.0	98.0	-10.0	110.3	10.0
Cc1cc2c(=O)n(C)c(SCC(=O)NC3CCCC3)nc2s1	2.5	0.6	74.1	5.0	81.0	-0.3	68.5	-5.2
Cc1ccc(CN2C(=O)C(=O)c3cc(C)ccc32)cc1	0.2	5.1	92.8	.	94.9	.	101.6	5.9
CC(=O)Nc1ccc(S(=O)(=O)/N=C2\SCCN2S(=O)(=O)c2ccc(NC(C)=O)cc2)cc1	-11.8	-0.2	?	-5.3	94.3[may fluoresce violet]	7.0	99.6[may fluoresce violet]	-0.3
COc1ccc(S(=O)(=O)N2CCCCC2)cc1NS(=O)(=O)c1cc(Cl)ccc1Cl	3.0	0.1	103.2	6.4	110.5	-5.5	93.6	7.8
CCOC(=O)N1CCN(C(=O)CSCC(=O)Nc2nc(-c3ccc(-c4ccccc4)cc3)cs2)CC1	7.4	-8.5	94.9	-6.2	100.2	18.1	114.1	8.1
Cc1cc(/C=C(\C#N)C(=O)NCc2ccco2)c(C)[nH]1	-1.1	9.2	111.8	-3.6	93.7	4.3	106.9	5.7
CCOC(=O)C1=C(C)Nc2ccccc2N=C1NC(=O)c1ccc(Cl)c(S(=O)(=O)N2CCCC2)c1	7.5	-1.1	84.4	-2.8	97.1	5.7	80.3	8.2
COc1ccc(C)cc1NC(=O)c1ccc(CN2CCN(c3ccccc3)CC2)cc1	16.2	10.7	104.2	7.5	90.9	6.7	122.7	3.4
CCOc1ccc(CNC(=O)c2ccc3c(c2)N(CC)CCS3)cc1	-6.5	13.2	101.0	-17.1	111.5	5.7	115.0	13.7
COc1ccc(-c2nnc(OCc3nc4ccccc4n3C)c3ccccc23)cc1	3.3	16.0	109.4	-7.4	107.7	-12.8	99.1	-3.5
Cc1nn(CC(O)c2ccccc2)c(C)c1Br (stereo not given)	-5.0	0.9	100.9	-5.3	94.8	-4.9	89.0	1.3
O=C(Cn1nnc(-c2ccc(CN3CCOCC3)cc2)n1)N(c1ccccc1)c1ccccc1	1.2	-0.7	113.2	-0.2	102.3	1.0	100.0	4.7
COc1cccc(N2CCN(c3ccc4nnc(CCC(=O)Nc5cccc(C(C)=O)c5)n4n3)CC2)c1	0.0	2.3	86.9	4.1	96.0	9.8	89.5	7.9
CCOC(=O)c1ccc(Nc2nc(N)c3cc(OC)c(OC)cc3n2)cc1	-0.5	-2.2	107.5	-2.1	105.8	3.2	91.1	2.5
COc1ccc(S(=O)(=O)N2CN3CCN(C3)C2)cc1	19.3	0.5	96.6	-2.0	97.1	9.4	88.8	0.8
CN1CCN(CCCNC(=O)CCCOc2cc(=O)n(C)c3ccccc23)CC1	-7.6	1.8	97.0	-8.2	94.6	-4.4	94.5	3.4

Random excerpt: 3 compounds from above.
SMILES	proCasp7 act	AHR activator	MEP2 TOR yeast	EBNA-1 inhibitor	RPL19A TOR yeast	ZTA counter	LAP4-GFP MLPCN	proCasp3 act
CC(C)CCNC(=O)c1cn(CC(C)C)c(=O)c2c1c1ccccc1n2C	7.9	10.9	106.5	-15.9	103.8	-15.4	84.8	-2.4
O=C(c1cccc(F)c1)N1CCN(c2cc(N3CCCCC3)c(F)cc2[N+](=O)[O-])CC1	-4.2	1.1	104.4	-7.0	98.0	-10.0	110.3	10.0
CCOC(=O)c1ccc(Nc2nc(N)c3cc(OC)c(OC)cc3n2)cc1	-0.5	-2.2	107.5	-2.1	105.8	3.2	91.1	2.5
